TGFb inhibitor: qHTS for Inhibitors of TGF-b; HepG2 CAGA-GFP TGF-b/SMAD3 reporter, GFP fluorescence, 18 h; TGF-beta stimulated, 500 pg/mL final; 410,000 compounds, 1.2% hits; Potency, µM (titrated, usually from 46.1 µM), for the others: at the top dose activity, negative = inhibition, most hits filed as inhibitors; note: potency is the fitted concentration of half-maximal effect; % is set by controls: 0 for no effect and ±100 for the full control effect; nearly all actives have a fitted effect of over 65% in size
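HEPG2 CAGA-GFP, 1000 cells/well; 2 h settle, 37 C; cpd via pin tool; TGF-b 500 pg/mL final; 18 h, 37 C; GFP imaging ex488/em500-530; %Activity normalised to -TGF-b and +DMSO controls; CRC fit, curve class.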
Nrf2 ARE act: qHTS of Nrf2 Activators. AREc32 ARE-luciferase reporter (MCF7-derived line), luminescence, 24 h. Potency, µM (titrated, usually from 46.1 µM), for inactives: at the top dose activation, usual class: activators. 410,000 compounds, 0.31% hits. AID 624171, 2012; note: potency is the fitted concentration of half-maximal effect; % of control where 0% means no effect; nearly all actives have a fitted effect of over 65% in size
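ARE activation measured as luciferase luminescence (Steady-Glo, 30 min RT) in AREc32_Fluc cells after 24 hr compound exposure at 37 deg C, 5% CO2; cells seeded overnight at 1000/well in OPTI-MEM, 5% FBS.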
A549 tox: Nrf2 qHTS screen for inhibitors: counterscreen for cytotoxicity. A549 ARE-Fluc cells, CellTiter-Fluor viability, 18-24 h. Potency, µM (doses to about 46 µM), for the others: at the highest dose activity change, negative = cytotoxicity, hits mostly inhibitors. 390,000 compounds, 0.16% hits. AID 504648, 2011; note: potency is the fitted concentration of half-maximal effect; % is set by controls: 0 for no effect and ±100 for the full control effect
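A549 ARE-Fluc cells in 5% FBS OPTI-MEM, 5000 cells/well, rested 2 h then exposed to compounds in concentration-response for 18-24 h at 37 °C. Viability by CellTiter-Fluor fluorescence (Ex 405/Em 525) after 30 min; luciferase luminescence (BugLite, 15 min, RT) read afterwards.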
Mm-Cpn inhibitor: Inhibitors of TCP-1 ring complex (TRiC) of Methanococcus maripaludis (MmCpn): qHTS | purified Mm-Cpn ATPase, ADP Transcreener TR-FRET | Chaperonin Mm-Cpn (Methanococcus maripaludis) | 330,000 compounds, 0.031% hits | Potency, µM (series often up to 76.9 µM), for the others: at the highest dose activity, negative = inhibition, usual class: inhibitors; note: potency is the fitted concentration of half-maximal effect; % is set by controls: 0 for no effect and ±100 for the full control effect; nearly all actives have a fitted effect of over 80% in size
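ATPase turnover read by TR-FRET ADP competition (Eu cryptate antibody/ADP-d2, 665/590 nm): 10uM ATP final, 25nM Mm-CPN final, 30 min 37degC after 10-min compound preincubation, pH 7.4 Tris/KCl/MgCl2/DTT buffer.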
CCT chaperon mod: High-Throughput Screening for Modulators of Cytosolic Chaperonin Activity; purified chaperonin ATPase assay, HTRF ADP detection, 30 min; activity change, % (no concentration beside the values), hits read low; 360,000 compounds, 0.3% hits; AID 651819, 2012; in the data active = activity change below about -30%; note: % is set by controls: 0 for no effect and ±100 for the full control effect
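TRiC at 40 or 20 nM final (batch-dependent) in 30 mM Tris pH 7.4, 100 mM KCl, 5 mM MgCl2, 1 mM DTT, with compound at single 76 uM and 10 uM ATP, 30 min at 37 deg C. ADP detected by HTRF Transcreener, 665/615 ratio.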
pAkt inh: HTS Assay for Inhibitors of Akt Phophorylation: Primary Screen; Neuro2A IGF-stimulated pAkt S473 HTRF, 20 min; stronger effect = lower value; activity change, % for hits at 50 µM; 360,000 compounds, 0.32% hits; AID 651550, 2012; in the data active = activity change below about -80%; inconclusive = mostly about -51% to -80%; note: % is set by controls: 0 for no effect and ±100 for the full control effect
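Single-point screen (50 µM final compound) in Neuro2A cells stimulated 20 min with 6 nM IGF at 37 deg C. After lysis, Ser473-phosphorylated Akt read by HTRF (ex 330 nm, em 615/665 nm) as the 665/615 ratio.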
Nrf2 block: Nrf2 qHTS screen for inhibitors; A549 ARE-Fluc reporter, luciferase luminescence, 18-24 h; Potency, µM (highest dose often 46 µM), inactives show at the top dose activity change, negative = inhibition, actives largely listed as inhibitors; 360,000 compounds, 2.1% hits; note: potency is the fitted concentration of half-maximal effect; % is set by controls: 0 for no effect and ±100 for the full control effect; nearly all actives have a fitted effect of over 60% in size
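In this cell-based qHTS, ARE-driven firefly luciferase in A549 cells reports Nrf2 activity; the luminescent signal after BugLite lysis is the measured value, with a prior CellTiter-Fluor read for cell health.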
Abeta yeast res: qHTS for compounds that reverse cellular toxicity of Amyloid beta (A-beta) peptide in yeast: Primary Screen | Potency, µM (doses to about 46.1 µM), inactives show top-dose growth rescue, most hits filed as activators | AID 1347071, 2019 | yeast expressing A-beta42, growth rescue, OD600, 48 h; response scale: 0% DMSO, 100% iron-clioquinol control | 410,000 compounds, 0.063% hits; note: potency is the fitted concentration of half-maximal effect; nearly all actives have a fitted effect of over 55% in size
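Growth rescue measured by 600 nm absorbance after 48 h yeast culture at 30 C with compound. Values normalized between DMSO and an equimolar ferric chloride plus clioquinol control.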
HepG2 viability: qHTS for Inhibitors of TGF-b: Cytotox Counterscreen; HepG2 CAGA-GFP viability, ATP luminescence, 18 h; Potency, µM (top dose mostly 46.1 µM), for the others: top-dose activity change, negative = cytotoxicity, usual class: cytotoxic; 410,000 compounds, 0.76% hits; AID 588856, 2011; note: potency is the fitted concentration of half-maximal effect; some results filed as inactive show a strong effect at the top dose
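CellTiter-Glo luminescence gave cytotoxicity after 18 hours at 37 degrees C. The cells were HepG2 CAGA-GFP in 1% FBS DMEM, stimulated with 500 pg/mL TGF-beta after compound addition. %Activity was normalised to no-cell wells (complete cell-killing) and DMSO (no toxicity), and curves were fitted and classified.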
* hit, by the source's call; i = inactive; ? = inconclusive; / = not tested or not shown; & = joins results of further samples; [ ] = dose if it differs, or a comment. Unless noted, calls come from the whole dose curve; as a rule, active = well fitted curve in the direction sought with a large enough effect; inconclusive = small, poorly fitted or top-dose-only effect, or another doubt; inactive = no such curve, though single readings can be large; an effect the other way counts as inactive or inconclusive.

SMILES	TGFb inhibitor	Nrf2 ARE act	A549 tox	Mm-Cpn inhibitor	CCT chaperon mod	pAkt inh	Nrf2 block	Abeta yeast res	HepG2 viability
COc1cc(NC(=O)COC(C)=O)c(C)cc1[N+](=O)[O-]	3%	-0.3%	3%	2%	-3.7	i	11%	-1%	-3%
CCC1Sc2ccc(S(=O)(=O)Nc3cc(OC)cc(OC)c3)cc2NC1=O (stereo not drawn)	?	2.4%	0%	2%	0.5	i	7%	/	-58%
CCC(=O)Nc1ccc(NC(=O)CSc2nnnn2Cc2ccccc2)cc1C	-6%	0.4%	-2%	1%	0.0	i	27%	-7%	-10%
COc1cccc(-c2nnc3n2N=C(c2cccc(Br)c2)CS3)c1	-2%	-0.9%	3%	-5%	-2.8	i	7%	8%	2%
COc1ccc(C(=O)NCC(=O)NC2=NCCS2)cc1	2%	0.2%	-3%	-1%	-1.9	i	0%	-11%	0%
COCCCNC(=O)C(CC(N)=O)NC(=O)OCc1ccccc1 (stereo not drawn)	-8%	0.1%	0%	0%	0.8	i	6%	0%	12%
CCOC(=O)C1=C(C)NC(C)=C(C(=O)OCC)C1C(=O)OCC(=O)NCc1ccco1	2%	26%	1%	1%	2.1	i	?	4%	8%
COc1ccc(Cl)cc1S(=O)(=O)N1CCN(CC(=O)C(C)(C)C)CC1	26%	0.1%	-7%	1%	-0.8	i	-5%	0%	5%
CSc1nc(N)c2c3c(sc2n1)COC(C(C)C)C3 (stereo not drawn)	1%	2.6%	-2%	-1%	-6.4	?	35%	29%	-16%
CCOC(=O)c1ccc2ncc(C(=O)OCC)c(NCCCN3CCOCC3)c2c1	-5%	-0.2%	17%	0%	2.9	i	1%	8%	-18%
CCN(CC)CCNC(=O)c1cn(-c2ccccc2)nc1-c1cccs1	-6%	2.1%	2%	-2%	-0.7	i	6%	15%	-33%
CCCN(C(=O)COC(=O)CNS(=O)(=O)c1ccc(NC(C)=O)cc1)C1CCS(=O)(=O)C1 (stereo not drawn)	3%	-0.4%	3%	/	-0.7	i	13%	-2%	-20%
CCOC(=O)C1(Cc2ccc(OC)cc2)CCN(C(=O)c2cncs2)CC1	-4%	0.7%	4%	-5%	-0.1	i	?	3%	6%
CCCN1CCN(CCCNC(=O)Cn2nc(-c3ccccc3)ccc2=O)CC1	-8%	-0.4%	-8%	1%	-0.3	i	6%	8%	5%
Cc1ccc(Cn2nnc3c(=O)n(CC(=O)NCC4CCCO4)cnc32)cc1 (stereo not drawn)	2%	-0.4%	?	1%	-3.5	/	2%	0%	4%
COc1ccc(OCCSc2nc3ccccc3c(=O)[nH]2)cc1	4%	2.8%	-9%	-9%	-0.2	/	4.1µM*	8%	-13%
O=C1C=CC(=O)N1c1ccccn1	1%	3.9%	3%	/	-2.9	i	4%	9%	12%
COc1ccc(CNC(=O)c2ccc3c(c2)N(C)C(=O)C2CCCCN32)cc1OC (stereo not drawn)	14%	18%	19%	/	/	/	/	-2%	-20%
CCOc1ccccc1Nc1cc2n(c(=O)n1)CCc1cc(OC)c(OC)cc1-2	14%	12%	1%	1%	-0.2	i	-21%	14%	-18%
COc1ccc(-c2cc(C(F)(F)F)nc(-n3cc(Cl)cn3)n2)cc1	1%	0.8%	?	0%	-2.6	i	?	5%	-7%
CCOC(=O)c1ccccc1NC(=O)C(C)Oc1ccccc1 (stereo not drawn)	3%	0.0%	3%	2%	-3.8	i	-16%	2%	-12%
CC(C)c1c(O)nc(SCc2ccccc2)[nH]c1=O	0%	0.0%	-6%	3%	-1.1	i	/	13%	-1%
Cc1ccc(S(=O)(=O)N(C)CC(=O)N2CCCCCC2)cc1	-7%	-0.1%	1%	0%	-0.5	i	-3%	-8%	-13%
COc1ccc(NC(=O)COC(=O)c2ccc(OC)c(S(=O)(=O)N3CCCC3)c2)cc1OC	-5%	0.1%	-3%	1%	-0.1	i	8%	10%	7%
CCC(CC)C(=O)N(C)c1c(C)nc2c(OCc3ccc(Cl)cc3Cl)cccn12	?	-0.2%[9.22 µM]	/	/	-1.8	i	/	13%	-46%
CCc1ccccc1NS(=O)(=O)c1cccc2nsnc12	-19%	-1.5%	-10%	-1%	-0.4	i	-17%	7%	3%
Cc1ccc(C(=O)N2CCN(c3ccccc3)CC2)cc1NC(=O)c1ccco1	-18%	2.5%	0%	-3%	0.1	i	2%	-1%	-21%
COc1ccc(CCNC(=O)COc2ccc3c(C)cc(=O)oc3c2)cc1	0%	0.3%	3%	-25%	-0.4	i	1%	15%	4%
COc1ccc2c(CC(=O)Nc3nc(C)cs3)coc2c1	8%	2.5%	0%	0%	0.2	i	3%	15%	2%
Cc1ccc(C(=O)NC2CCCC2)cc1S(=O)(=O)N1CCCCC1	0%	-0.3%	1%	-2%	-0.2	i	9%	-10%	8%

Laid out differently: entries from further up
Structure,TGFb inhibitor,Nrf2 ARE act,A549 tox,Mm-Cpn inhibitor,CCT chaperon mod,pAkt inh,Nrf2 block,Abeta yeast res,HepG2 viability
CC(C)c1c(O)nc(SCc2ccccc2)[nH]c1=O,0%,0.0%,-6%,3%,-1.1,i,/,13%,-1%
CCOC(=O)c1ccccc1NC(=O)C(C)Oc1ccccc1 (stereo not drawn),3%,0.0%,3%,2%,-3.8,i,-16%,2%,-12%

Next part
SMILES	TGFb inhibitor	Nrf2 ARE act	A549 tox	Mm-Cpn inhibitor	CCT chaperon mod	pAkt inh	Nrf2 block	Abeta yeast res	HepG2 viability
CCOC1C(=O)NC(=O)N1Cc1ccccc1 (stereo not drawn)	4%	0.0%	1%	0%	-0.4	i	2%	-2%	6%
CCOP(=O)(OCC)/C(=N/OC(=O)c1ccc(OC)cc1)C(N)=O	45%[activator]	2.0%	0%	-1%	-1.0	i	-12%	-12%	16%
C[N+]1(CCC(=O)c2ccccc2)CCCCC1	?	3.1%	-6%	1%	-1.8	i	11%	11%	-27%
O=C(O)COc1ccccc1/C=N/NC(=O)CNC(=O)c1ccco1	-1%	-0.2%	4%	2%	-3.5	i	-2%	-7%	-37%
O=C(NCC1CCCO1)C(c1ccncc1)N(Cc1cccs1)C(=O)Cn1nnc(-c2ccc(F)cc2)n1 (stereo not drawn)	5%	-0.4%	-6%	2%	-1.5	i	?	2%	-2%
COc1cc(C(C(=O)Nc2c(C)cccc2C)N(C)C(=O)c2ccc(-n3cnnn3)cc2)ccc1O (stereo not drawn)	0%	1.6%	6%	2%	-0.3	i	0%	-4%	-18%
COc1ccc(S(=O)(=O)N2Cc3ccccc3CC2C(=O)Nc2ccc3c(c2)OCO3)cc1 (stereo not drawn)	-11%	0.6%	-8%	0%	-1.6	i	16%	8%	-21%
CN1CCN(C(=O)c2cn(-c3ccccc3)nc2-c2cccs2)CC1	3%	0.4%	0%	1%	1.8	i	-8%	1%	-4%
CC(C)C[C@@H](CN1C(=O)C(=O)NC[C@@H]1CC(C)C)NC(=O)Cc1ccccc1	-1%	0.0%	-3%	-2%	-1.2	i	1%	9%	-2%
Fc1ccc(CCN2CCN=C2Nc2ccccc2)cc1	-12%	6.7%	-2%	3%	-0.3	i	1%	-9%	2%
CC1(C)Cc2c(cnn2-c2ccc(F)cc2)C(NC(=O)c2ccoc2)C1 (stereo not drawn)	1%	-0.7%	-8%	1%	1.2	i	?	21%	-17%
O=C(NC(CC1CCCCC1)C(=O)O)c1ccccc1 (stereo not drawn)	2%	-1.1%	2%	-2%	0.0	i	2%	3%	32%
CC(NC(=O)c1ccc(N(C)C)cc1)C(c1cccs1)N1CCN(C)CC1 (stereo not drawn)	42%	4.0%	3%	-2%	-0.8	i	?	17%	3%
O=C(Nc1ncc(Cc2ccccc2)s1)C1CCN(C(=O)c2ccco2)CC1	3%	/	-11%	/	/	/	21µM*	/	-3%
CCCN(C(=O)CCNC(=O)Cn1cnc2ccccc2c1=O)c1cccc(C)c1	1%&-14%	-0.1%&4.7%	1%&0%	2%	0.2	i	7%&-29%	-1%&-9%	-1%&-21%
COc1cc(C(=O)Nc2ccc(OCC(=O)N3CCOCC3)cc2C)cc(OC)c1OC	5%	0.3%	-10%	2%	-2.2	i	22%	-5%	-3%
COc1cc(C#N)ccc1OCC(=O)c1ccc2c(c1)OCCO2	-5%	2.9%	6%	-8%	-1.7	i	/	-5%	-5%
COc1cc(F)ccc1-c1cc(C(=O)Nc2ccc(NC(C)=O)cc2)[nH]n1	15%	3.9%	/	/	-1.1	i	/	-6%	-27%
Cc1ccc(C)c(CN2C(=O)c3ccccc3S(=O)(=O)c3ccc(C(=O)NCc4ccccc4)cc32)c1	/	0.3%	-1%	/	/	/	7%	4%	-10%
O=C(NCCCN=C1NS(=O)(=O)c2ccccc21)c1ccc(F)cc1	-1%	-0.4%	-3%	1%	-6.5	i	-18%	2%	38%
CC(C)c1nnc(SCC(=O)NCCC2=CCCCC2)n1N	2%	1.7%	12%	0%	-1.2	/	/	11%	0%
CC(C)OCCCN(Cc1ccco1)C(=O)c1cc2c(s1)-c1ccccc1OC2	-21%	-0.1%	7%	/	/	/	16µM*	-6%	-17%

Screening data (PubChem BioAssay)
